Screening results deposited in PubChem by National Center for Advancing Translational Sciences (NCATS).
WRN inhibitor: WRN helicase (human) inhibition | Q14191 | WRN helicase unwinding, fluorescent forked duplex, kinetic | Potency, µM (doses to about 114 µM), without a hit: top-dose activity change, negative = inhibition, actives largely listed as inhibitors | actives 0.46% (n = 360,000) | AID 651768; further: potency means the concentration at half of the fitted maximal effect; on the % scale 0 is the no-effect control and ±100 the full control effect; nearly all actives have a fitted effect of over 55% in size
Target sequence (Q14191 whole entry, looked up): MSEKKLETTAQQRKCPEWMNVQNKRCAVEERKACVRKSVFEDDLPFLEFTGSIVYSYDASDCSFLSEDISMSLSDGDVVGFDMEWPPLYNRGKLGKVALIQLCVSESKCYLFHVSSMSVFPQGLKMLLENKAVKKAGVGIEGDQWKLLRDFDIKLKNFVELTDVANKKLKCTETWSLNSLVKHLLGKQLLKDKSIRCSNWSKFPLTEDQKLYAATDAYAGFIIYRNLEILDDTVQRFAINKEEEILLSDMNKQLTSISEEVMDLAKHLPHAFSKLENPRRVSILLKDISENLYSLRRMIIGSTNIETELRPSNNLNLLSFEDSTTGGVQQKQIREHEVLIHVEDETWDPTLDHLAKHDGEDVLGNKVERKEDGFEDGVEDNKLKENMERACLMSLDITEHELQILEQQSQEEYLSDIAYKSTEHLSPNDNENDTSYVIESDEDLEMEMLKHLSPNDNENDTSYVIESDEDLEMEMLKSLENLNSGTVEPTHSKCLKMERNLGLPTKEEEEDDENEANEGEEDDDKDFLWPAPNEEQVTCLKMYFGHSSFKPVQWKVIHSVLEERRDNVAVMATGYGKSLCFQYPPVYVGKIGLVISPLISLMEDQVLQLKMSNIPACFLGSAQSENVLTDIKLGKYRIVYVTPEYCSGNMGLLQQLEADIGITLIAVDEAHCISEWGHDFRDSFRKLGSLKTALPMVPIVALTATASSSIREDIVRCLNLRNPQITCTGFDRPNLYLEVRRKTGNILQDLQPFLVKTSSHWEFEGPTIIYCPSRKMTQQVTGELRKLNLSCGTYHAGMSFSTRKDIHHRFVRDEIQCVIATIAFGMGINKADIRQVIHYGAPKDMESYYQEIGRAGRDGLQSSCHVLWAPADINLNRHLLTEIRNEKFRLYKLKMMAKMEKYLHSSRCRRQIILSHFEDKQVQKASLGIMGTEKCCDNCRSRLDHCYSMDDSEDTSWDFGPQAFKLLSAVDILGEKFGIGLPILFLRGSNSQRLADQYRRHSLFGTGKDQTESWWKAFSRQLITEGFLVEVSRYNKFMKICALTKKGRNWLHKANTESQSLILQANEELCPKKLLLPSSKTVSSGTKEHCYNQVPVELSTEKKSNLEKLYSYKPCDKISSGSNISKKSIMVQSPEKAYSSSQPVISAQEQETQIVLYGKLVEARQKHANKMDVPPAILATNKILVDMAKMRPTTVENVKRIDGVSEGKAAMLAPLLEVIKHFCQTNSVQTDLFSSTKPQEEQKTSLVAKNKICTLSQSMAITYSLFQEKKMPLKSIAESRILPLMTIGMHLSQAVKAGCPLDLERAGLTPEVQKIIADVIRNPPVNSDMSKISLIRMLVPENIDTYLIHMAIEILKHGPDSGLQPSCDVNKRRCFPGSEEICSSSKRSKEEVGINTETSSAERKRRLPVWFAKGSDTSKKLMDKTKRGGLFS
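Kinetic red-fluorescence monitoring (525/598 nm) tracks WRN helicase activity after 100 nM fluorophore-quencher forked duplex and 2 mM ATP are added to 20 nM enzyme pretreated 15 min at room temperature with compound.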
KB-3-1 tox: KB-3-1 parental cell cytotoxicity; KB-3-1 viability, CellTiter-Glo ATP luminescence, 72 h; Potency, µM (series often up to 46.1 µM), for inactives: at the highest dose activity change, negative = cytotoxic, usual class: cytotoxic; actives 1.4% (n = 400,000); AID 1347075; further: potency means the concentration at half of the fitted maximal effect; on the % scale 0 is the no-effect control and ±100 the full control effect; nearly all actives have a fitted effect of over 60% in size
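Cytotoxicity measured as CellTiter-Glo luminescence after 72 h at 37 C. Compound titrations were pinned onto drug-naive KB-3-1 parental adenocarcinoma cells grown in DMEM with 10% FBS, and normalized data fitted to concentration-response curves.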
SW480 rerep: inducers of DNA re-replication in SW480 colon cancer cells; SW480 DNA re-replication, Hoechst DNA content imaging, 48 h; Potency, µM (series often up to 46.1 µM), without a hit: at the top dose re-replication activation, actives largely listed as activators; actives 1.8% (n = 340,000); AID 624297; further: potency means the concentration at half of the fitted maximal effect; % of control where 0% means no effect; nearly all actives have a fitted effect of over 55% in size
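Hoechst fluorescence of nuclei (405 nm excitation, 500-530 nm emission) measured by plate-scanning imager after 48 hr compound exposure at 37 C; re-replication scored as increased number of nuclei with elevated intensity.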
KB-V1 MDR tox: kills drug-selected multidrug resistant KB-V1 cells. KB-V1 MDR cells viability, CellTiter-Glo, 72 h. Potency, µM (top dose mostly 46.1 µM), for inactives: top-dose activity change, negative = cytotoxicity, usual class: cytotoxic. actives 3.4% (n = 400,000); further: potency means the concentration at half of the fitted maximal effect; on the % scale 0 is the no-effect control and ±100 the full control effect; nearly all actives have a fitted effect of over 60% in size
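qHTS viability screen in drug-selected KB-V1 MDR cells: 72 h compound treatment at 37 degrees C, ATP luminescence end point.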
HT1080 IDH1KD tx: HT-1080 IDH1 knockdown cell toxicity (counter line); actives 2% (n = 360,000); Potency, µM (highest dose often 46.1 µM), for the others: at the top dose activity, negative = toxicity, most hits filed as cytotoxic; HT-1080 IDH1 knockdown viability, ATP luminescence, 48 h; AID 686971;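 further: potency means the concentration at half of the fitted maximal effect; 0% = DMSO wells and -100% = cell-free medium wells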
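HT-1080-IDH1KD cells (IDH1 knocked down), 750/well in RPMI with 5% FBS, treated with compound 48 h at 37 degrees C. Viability by CellTiter-Glo luminescence, normalised to DMSO and no-cell wells; concentration-response curves classed.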
HT1080-NT tox: kills 2HG-producing HT-1080-NT fibrosarcoma cells; HT-1080-NT fibrosarcoma viability, CellTiter-Glo ATP luminescence, 48 h; actives 1.6% (n = 360,000); AID 686970; Potency, µM (top dose mostly 46.1 µM), inactives show at the highest dose activity, negative = less viability, actives largely listed as cytotoxic;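 further: NT is the 2HG producing partner of a matched IDH1 knockdown line; potency means the concentration at half of the fitted maximal effect; 0% = DMSO-treated cells and -100% = media-only wells without cells; nearly all actives have a fitted effect of over 55% in size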
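Toxicity toward the 2HG-producing NT line was scored as %Activity, normalised to DMSO and no-cell wells, from CellTiter-Glo luminescence after 48 hours' treatment.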
MCF10A rereplic: induces DNA re-replication in MCF 10a normal breast cells; actives 2.9% (n = 350,000); Potency, µM (top dose mostly 46.1 µM), for the others: at the highest dose activity, positive = re-replication, most hits filed as activators; MCF 10A DNA re-replication, Hoechst nuclear intensity, 48 h; AID 624296; further: potency means the concentration at half of the fitted maximal effect; % of control where 0% means no effect; nearly all actives have a fitted effect of over 50% in size
ATXN2 expr inh: inhibitors of ATXN2 expression; HEK-293 ATXN2-luciferase reporter, luminescence, 24 h; Potency, µM (top dose mostly 57 µM), inactives show top-dose activity change, negative = inhibition, usual class: inhibitors; actives 0.72% (n = 360,000); AID 1745845; further: potency means the concentration at half of the fitted maximal effect; on the % scale 0 is the no-effect control and ±100 the full control effect; nearly all actives have a fitted effect of over 55% in size
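qHTS (up to 57 uM final) was run with 24 h compound exposure of reporter cells at 37 °C. Each well was multiplexed: SteadyGlo luminescence measured ATXN2-luciferase expression after a fluorogenic Gly-Phe-AFC viability readout (25 uM final).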
IL1B secr inh: inflammasome signaling inhibition, IL-1 beta readout; actives 4.7% (n = 360,000); AID 743279; THP-1 LPS/ATP IL-1B secretion, AlphaLISA, 16 h; stronger effect = lower value; activity change, % at 57.5 µM; in the data active means activity change below about -50%; inconclusive means mostly about -30% to -49%; further: on the % scale 0 is the no-effect control and ±100 the full control effect
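THP-1 cells pretreated 1 hr with compounds (up to 57.5 uM final), then stimulated with LPS (250 ng/mL final) plus ATP (1.25 mM final); secreted IL-1B measured by AlphaLISA after 16 hr, decreased signal indicating inhibition.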
Active calls of the source: *; ? = inconclusive; . = no result given; [ ] = another dose, or the depositor's remark. Unless noted, the call rests on the fitted dose curve; in most records, active means well fitted curve in the direction sought with a large enough effect; inconclusive means small, poorly fitted or top-dose-only effect, or another doubt; inactive means no such curve, though single readings can be large; an effect the other way counts as inactive or inconclusive.

#	molecule	WRN inhibitor	KB-3-1 tox	SW480 rerep	KB-V1 MDR tox	HT1080 IDH1KD tx	HT1080-NT tox	MCF10A rereplic	ATXN2 expr inh	IL1B secr inh
1	CCOC(=O)C1=NN(C(=O)Nc2ccc(OC)cc2)C2C(=O)N(c3cccc(C(F)(F)F)c3)C(=O)C12 (stereo not given)	-33.4%	0.1%	-5.3%	-1.3%	23.3%	4.4%	2.9%	25.7%	8.4
2	CCN(CC)CC(O)CNc1ccnc2c(Cl)ccc(Cl)c12 (stereo not given)	8.9%	-14.1%	2.6%	?	-17.6%	0.5%	-2.8%	-14.5%	-66.0*
3	CN(C(=O)CCOc1ccccc1)c1c(N)n(Cc2ccccc2)c(=O)[nH]c1=O	2.7%	1.8%	-89.7%	21.9%	1.7%	-1.2%	0.2%	31.1%	6.7
4	Nc1nc(SCc2ccccc2Cl)n[nH]1	8.0%	-3.7%	0.7%	12.6%	-15.7%	-10.1%	1.0%	26.5%	2.2
5	Cc1ccc(C(C(=O)NCC2CCCO2)N(Cc2ccccc2)C(=O)c2ccc(-c3ccccc3)[nH]2)o1 (stereo not given)	-17.3%[57.1 µM]	-22.8%	?	-5.5%	?	-26.8%	?	-36.6%	-78.6*
6	O=S(=O)(NCCCN1CCOCC1)c1ccc2c(c1)OCCO2	-1.7%	3.1%	-7.4%	-13.0%	16.9%	7.0%	3.5%	-18.7%	33.0
7	Cc1ccc(C(=O)N/C(=C/c2ccco2)C(=O)NCc2ccco2)cc1	?	14.1%	19.1%	-8.6%	-2.0%	-1.7%	28.5%	3.7%	19.3
8	C/C(=N\NC(=O)c1n[nH]c2c1CCC2)c1ccco1	-10.3%	-12.6%	-36.2%	?	-27.1%	-26.8%	-24.8%	?	.
9	O=C(CCCc1ccccn1)c1ccc(-c2ccccc2)cc1	-7.7%	16.1%	3.0%	-10.2%	-0.8%	-3.1%	?	4.3%	-10.4
10	CC(CN1CCN(CCOCCO)CC1)CN1c2ccccc2Sc2ccc(Cl)cc21 (stereo not given)	7.9%	?	.	-21.4%	?	23.1µM*	.	.	-25.9
11	COc1ccc(NC(=O)C2CCN(c3nc(C)cc(C)n3)CC2)cc1	3.2%	-4.3%	-6.4%	0.0%	13.5%	16.5%	-0.3%	-10.1%	10.7
12	CN(Cc1ccccc1)C(=O)[C@@H]1CCCN1C(=O)[C@@H]1CCCN1C(=O)c1ccc(Cl)cc1	7.0%	2.0%	.	-23.7%	?	16.0%	.	-5.3%	33.5
13	NC(=O)Cc1ccc2c(c1)[nH]c1ccccc12	-1.8%	0.0%	5.8%	?	3.4%	-1.4%	0.7%	.	-8.6
14	CCOC(=O)N1CCN(C(=O)c2cc(COc3cccc(C(C)=O)c3)on2)CC1	-23.3%	-6.6%	1.9%	?	2.3%	3.9%	?	53.4%[activator]	0.1
15	Cc1cccc(/C=C/c2nc3ccccc3c(=O)n2Cc2ccccc2)c1	-32.4%[57.1 µM]	-3.9%	?	?	?	?	?	-27.9%[11.3 µM]	-69.9*
16	CC(=O)Nc1cncc(-c2ccccc2N(C)C)n1	-3.6%	0.0%	.	5.1%	25.1%	?	.	6.3%	20.3
17	Cc1ccn2cc(-c3ccc4c(c3)NC(=O)CO4)nc2c1	-0.8%	9.1%	1.4%	0.0%	1.9%	16.6%	5.8%	-5.7%	-12.9
18	N#C/C(=C/C1=C(N2CCOCC2)C(=C/c2cccc([N+](=O)[O-])c2)/CC1)C(=O)Nc1ccccc1F	?	.	-3.8%	.	1.0%	0.0%	-3.8%	-3.4%	1.2
19	O=C(Nc1ccc(S(=O)(=O)Nc2ncccn2)cc1)c1ccccc1Cl	14.8%	8.6%	-4.0%	14.6%	3.9%	1.2%	-2.0%	.	0.9
20	Clc1ccc(-c2cnc3cccnn23)cc1	0.5%	-0.1%	.	-2.4%	-12.4%	-15.1%	.	21.9%	10.4
21	Cc1ccc(S(=O)(=O)N2[C@@H](c3ccc(Cl)cc3)C(C(=O)O)=CC[C@H]2c2ccc(Cl)c(Cl)c2)cc1	-5.5%[11.6 µM]	-8.5%	-3.7%	0.0%	-25.2%	-22.5%	26.4%	-6.2%	8.8
22	O=C1NCCN(Cc2cccc(Oc3ccccc3)c2)C1CC(=O)N1CCCO1 (stereo not given)	-3.8%	0.0%	1.7%	-6.5%	-29.0%	-7.5%	11.5%	-3.1%	9.9
23	CC(C)C(=O)Nc1ccc(C(=O)NNC(=O)NC2CCCCC2)cc1	4.9%	-5.3%	-2.9%	?	-27.9%	-16.9%	3.2%	-0.9%	-8.5
24	CC1=C(C(=O)Nc2cccc(C)c2C)C(c2cccs2)NC(=S)N1 (stereo not given)	2.6%	3.7%	-1.6%	-22.8%	-2.5%	-1.0%	-13.4%	-1.0%	5.1
25	COC(=O)c1cccc(C(=O)N2CCCC(Nc3ccc4c(c3)OCCO4)C2)c1 (stereo not given)	3.2%	-3.1%	5.2%	-19.0%	6.6%	-2.3%	1.2%	0.1%	31.1
26	CCCCn1nnnc1C(c1cc2ccccc2o1)N1CCOCC1 (stereo not given)	3.7%	25.6%	.	-3.5%	-0.1%	4.2%	.	3.6%	-7.1
27	Cc1nc(S(=O)(=O)c2cccc(Cl)c2)nc2c1CCC2	6.8%	2.4%	-1.2%	?	17.0%	14.4%	-3.3%	2.8%	2.8
28	OC(CSc1ccccc1Cl)CN1CCN(c2ccc(F)cc2)CC1 (stereo not given)	-12.7%	?	19.4%	?	?	?	11.5%	-14.4%	-25.8
29	Cc1ccc(-n2ncc3c2ncn2nc(-c4ccco4)nc32)c(C)c1	0.0%	1.5%	7.8%	7.4%	-8.7%	10.4%	9.3%	4.9%	-9.3
30	O=C(CN(Cc1ccc(F)cc1)C(=O)CCC(=O)Nc1nccs1)NCc1ccccc1	-2.9%	4.4%	-1.2%	-21.5%	-11.9%	0.3%	0.3%	-18.5%	12.3
31	C=CCn1c(CNc2ccccc2)nnc1SCC(=O)N/N=C/c1ccccc1O	-10.0%	-18.5%	?	9.7%	?	?	42.9%	17.8µM*	78.3
32	O=C(CCNC(=O)N1CCn2c1nc1ccccc12)NCc1ccc(Cl)cc1	-7.0%	20.8%	-3.0%	5.1%	4.9%	9.2%	15.0%	1.0%	-3.0
33	Cc1ccc(-n2c(CNc3ccc(F)cc3)nnc2SCC(=O)O)cc1	-8.6%	1.3%	-1.9%	8.9%	10.6%	-0.2%	0.3%	8.8%	37.7
34	CCN1CCN(CCCNC(=O)c2cn(CCOC)c(=O)c3c2c2ccccc2n3C)CC1	-8.1%	-3.0%	-2.5%	-7.6%	-15.9%	-1.0%	3.2%	-14.1%	8.8
35	Cc1ccc(C(=O)NNC(=O)CCCN2C(=O)/C(=C/c3ccccc3Cl)SC2=S)cc1	-3.0%	-6.2%	-161.7%[inhibitor]	-3.9%	2.7%	2.4%	22.0%	?	-106.9*
36	Cn1cnnc1SCC(=O)NC1CCCC1	2.4%	15.2%	-12.2%	10.9%	20.4%	16.3%	2.9%	-3.0%	-11.6
37	O=C(C[n+]1cccc2ccccc21)c1ccc(NC(=O)c2ccccc2)cc1	-1.7%	0.0%	-3.3%	2.0%	-7.7%	-8.9%	0.0%	0.0%	0.0
38	O=C1CC(c2cccc(Cl)c2)C(n2cncn2)C(=O)C1C1NCCc2ccccc21 (stereo not given)	3.1%	2.1%	-5.7%[9.22 µM]	9.0%	11.5%	5.3%	-4.1%	-2.5%	0.0
39	CN1C(=O)N2CN(C3CCCCC3)CN3C(=O)N(C)C1C23 (stereo not given)	-5.2%	1.7%	?	15.8%	-3.6%	1.4%[9.24 µM]	-1.0%	-2.0%	0.0
40	Cc1cc(C)c(NC(=O)COc2cccnc2[N+](=O)[O-])c(C)c1	4.2%	4.6%	5.6%	7.3%	3.4%	3.3%	-5.0%	7.6%	37.6
41	COc1ccc2c(c1)CC(N1CCN(C)CC1)c1cc(OC)ccc1S2 (stereo not given)	-2.5%	?	?	?	20.6µM*	?	?	28.2µM*	-93.2*
42	COc1ccc(-n2c(=O)[nH]cc(C(=O)N3CCCc4ccccc43)c2=O)cc1	5.8%	-2.5%	-3.2%	28.2%	5.5%	6.7%	-2.9%	-1.5%	12.3
43	CC(=O)NC(Cc1ccc(F)c(F)c1)C(=O)NC1CCN(C(=O)c2ccc(Cl)cc2)CC1 (stereo not given)	1.1%	3.7%	2.9%	0.0%	0.1%	0.6%	4.2%	-4.2%	-6.2
44	Nc1cc(-c2ccc(Br)cc2)nn1S(=O)(=O)c1cccc2nsnc12	-7.1%	?	-5.5%	-11.3%	?	-14.5%	-0.7%	?	-64.7*

Ordered by heavy-atom count (largest number first): four of the compounds above.
#	molecule	WRN inhibitor	KB-3-1 tox	SW480 rerep	KB-V1 MDR tox	HT1080 IDH1KD tx	HT1080-NT tox	MCF10A rereplic	ATXN2 expr inh	IL1B secr inh
38	O=C1CC(c2cccc(Cl)c2)C(n2cncn2)C(=O)C1C1NCCc2ccccc21 (stereo not given)	3.1%	2.1%	-5.7%[9.22 µM]	9.0%	11.5%	5.3%	-4.1%	-2.5%	0.0
41	COc1ccc2c(c1)CC(N1CCN(C)CC1)c1cc(OC)ccc1S2 (stereo not given)	-2.5%	?	?	?	20.6µM*	?	?	28.2µM*	-93.2*
44	Nc1cc(-c2ccc(Br)cc2)nn1S(=O)(=O)c1cccc2nsnc12	-7.1%	?	-5.5%	-11.3%	?	-14.5%	-0.7%	?	-64.7*
39	CN1C(=O)N2CN(C3CCCCC3)CN3C(=O)N(C)C1C23 (stereo not given)	-5.2%	1.7%	?	15.8%	-3.6%	1.4%[9.24 µM]	-1.0%	-2.0%	0.0
